High-throughput results (PubChem BioAssay)
STEP block: STEP phosphatase inhibitors, primary screen, biochemical, fluorescence intensity, uHTS; AID 588621, 2011; 360,000 compounds, 0.25% hits; inhibition, % at 20 µM; recombinant STEP, OMFP fluorogenic substrate; Tyrosine-protein phosphatase non-receptor type 5 (Homo sapiens), P54829;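 active = inhibition at 20 µM, scaled per plate between control wells, above about 37%, limit read from the data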;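 note: 0% = DMSO with enzyme and substrate and 100% = substrate only without enzyme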
Target sequence (P54829 whole entry, looked up): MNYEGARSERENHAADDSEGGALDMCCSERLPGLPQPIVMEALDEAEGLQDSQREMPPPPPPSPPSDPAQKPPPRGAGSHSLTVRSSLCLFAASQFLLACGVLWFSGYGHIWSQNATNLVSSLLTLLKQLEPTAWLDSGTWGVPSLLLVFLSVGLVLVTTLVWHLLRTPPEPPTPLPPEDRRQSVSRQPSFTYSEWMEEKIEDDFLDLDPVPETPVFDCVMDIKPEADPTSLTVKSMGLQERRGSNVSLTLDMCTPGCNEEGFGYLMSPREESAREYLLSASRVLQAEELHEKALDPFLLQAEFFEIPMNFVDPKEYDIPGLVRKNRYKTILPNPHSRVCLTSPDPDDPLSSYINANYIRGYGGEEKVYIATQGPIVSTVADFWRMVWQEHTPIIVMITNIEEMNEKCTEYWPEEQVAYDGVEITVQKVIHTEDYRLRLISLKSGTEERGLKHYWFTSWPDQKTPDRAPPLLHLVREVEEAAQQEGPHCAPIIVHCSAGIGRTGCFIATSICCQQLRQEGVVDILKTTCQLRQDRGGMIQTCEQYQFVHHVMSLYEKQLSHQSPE
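medium = Bis-Tris buffer pH 6.0, 2.5 mM DTT, 0.005% Tween 20 | test system = STEP (striatal-enriched tyrosine phosphatase) enzyme, cell-free | measure = normalized % inhibition | compound dosing = 20 µM, 1% DMSO | also added = 25 µM OMFP | schedule = reaction 20 min, ambient temperature | measured by = fluorescence read at 480 nm ex / 540 nm em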
SUMO1 PPI mod: modulators of SUMO1 protein-protein interactions, primary screen, biochemical, uHTS; Small ubiquitin-related modifier 1 (Homo sapiens), P63165; SUMO1 binding to a labelled peptide, TR-FRET, 1 h; inhibition, % at 20 µM; 360,000 compounds, 0.33% hits; AID 602429, 2012; in the data active = inhibition above about 37%
Target sequence (P63165 whole entry, looked up): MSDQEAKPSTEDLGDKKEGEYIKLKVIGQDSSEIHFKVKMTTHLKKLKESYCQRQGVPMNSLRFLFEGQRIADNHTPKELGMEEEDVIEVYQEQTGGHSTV
MsrA inh: bovine MsrA enzyme inhibitors, primary screen, biochemical, absorbance, HTS; 360,000 compounds, 0.75% hits; inhibition, % at 15.5 µM; purified bovine MsrA, absorbance read-out; in the data active = inhibition above about 4.5%;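 note: 0% = vehicle wells with enzyme and 100% = reference inhibitor wells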
Rpn11 block: Rpn11 (PSMD14) deubiquitinase inhibitors, primary screen, biochemical, fluorescence polarization, uHTS; 26S proteasome non-ATPase regulatory subunit 14 (Homo sapiens), O00487; human 26S proteasome, Ub4-pepOG fluorescence polarization; 20S core pre-blocked with epoxomicin; calls only at 20 µM; 360,000 compounds, 0.59% hits;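 active = inhibition at 20 µM, scaled to each plate's controls, above about 33%, limit read from the data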
Scp-1 inhibitor: Scp-1 phosphatase inhibitors, primary screen, biochemical, colorimetric, uHTS; Carboxy-terminal domain RNA polymerase II polypeptide A small phosphatase 1 (Homo …; Recombinant Scp1, phosphopeptide, malachite green phosphate absorbance; inhibition, % at 20 µM; 340,000 compounds, 0.88% hits; AID 493091, 2011;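 active = inhibition above about 50% at 20 µM, limit read from the data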;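 note: plate controls were DMSO wells with enzyme for no effect and wells lacking enzyme for full effect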
Target sequence (Q9GZU7 76-261 limits assumed): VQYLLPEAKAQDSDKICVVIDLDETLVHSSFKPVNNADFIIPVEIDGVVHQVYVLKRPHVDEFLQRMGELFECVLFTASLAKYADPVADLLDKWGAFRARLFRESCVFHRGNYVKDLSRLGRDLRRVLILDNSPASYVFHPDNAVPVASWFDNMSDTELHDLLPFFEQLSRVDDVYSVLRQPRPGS
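Assay system: SCP-1 catalytic fragment, aa 76-261 | Buffer or medium: Tris acetate buffer pH 5.5 with MgCl2 and Tween-20 | Compound: One concentration, 20 µM, with 1.0% DMSO | Also added: Phospho 17-mer peptide substrate | Signal: Absorbance at 630 nm | Incubation: 45 min enzyme reaction at room temperature | Measure: % inhibition of SCP-1 phosphate liberation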
NadD inh: inhibitors of S. aureus NadD, primary screen, biochemical, colorimetric, uHTS. Nicotinate-nucleotide adenylyltransferase NadD (Staphylococcus aureus N315). purified NadD enzyme, colorimetric absorbance read-out. inhibition, % at 20 µM. 360,000 compounds, 0.78% hits; in the data active = inhibition above about 26%; note: some compounds past the cut are filed as inactive
CSN deneddyl inh: inhibitors of CSN-mediated cullin deneddylation, primary screen, biochemical, fluorescence polarization, uHTS | COP9 signalosome complex subunit 5 (Homo sapiens), Q92905 | Purified CSN, SCF-Nedd8-OG deneddylation | inhibition, % at 12.5 µM | 360,000 compounds, 0.38% hits | AID 651999, 2013;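 active = pattern-corrected inhibition above about 35%, with an unprinted fluorescence ratio check between 0.5 and 1.5, limit read from the data, passing the limit was not always enough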;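 note: 0% = enzyme with substrate and 100% = substrate without enzyme; some results filed as inactive read as strong as hits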
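Assay system: Purified human Csn5 enzyme expressed in HEK293T cells | Amount: Enzyme 0.24 nM | Measured by: Fluorescence polarization readout | Medium: Tris/NaCl/DTT buffer, pH 7.5 | Compound dosing: One concentration, 12.5 µM, 0.25% DMSO | Times: 90 min incubation of compound, enzyme and substrate at room temperature | Control set: no-enzyme wells high, enzyme-with-substrate wells low | Read-out: % inhibition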
DNMT1 block: human DNMT1 methyltransferase inhibitors, primary screen, biochemical, molecular beacon, fluorescence, HinP1I cleavage, uHTS. inhibition (reported as % activation of signal), % at 10 µM. DNA (cytosine-5)-methyltransferase 1 (Homo sapiens), P26358. 360,000 compounds, 0.83% hits; in the data active = inhibition above about 50%
Tb MetRS inh: T. brucei MetRS inhibitors, primary screen, biochemical, luminescence; methionyl-tRNA synthetase (Trypanosoma brucei brucei); AID 624268, 2012; purified T. brucei MetRS, ATP depletion, Kinase-Glo luminescence; 360,000 compounds, 0.4% hits; inhibition, % at 11.9 µM;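 active = inhibition above a per-plate cutoff of the control wells' mean inhibition plus 3 SD, cut at about 5.5% in these data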;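 note: 0% = DMSO wells median and 100% = median of wells with control inhibitor compound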
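assay system = parasite MetRS enzyme | timing = 15 min preincubation, 2 h reaction, all 25 °C | evaluation = percent inhibition relative to median high and low control wells | medium = HEPES buffer containing pyrophosphatase, BSA, spermine, DTT | compound = single dose, 11.9 µM final nominal, 0.9% final DMSO | detection = Kinase-Glo luminescence, ATP depletion format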
LMPTP inh: LMPTP phosphatase inhibitors, primary screen, biochemical, fluorescence intensity, uHTS; 360,000 compounds, 0.22% hits; recombinant LMPTP-A, OMFP fluorogenic substrate; Low molecular weight phosphotyrosine protein phosphatase (Homo sapiens), P24666; inhibition, % at 20 µM;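 active = compounds that cut the enzyme signal by at least half of the control window in the single-dose screen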;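 note: plate controls were DMSO wells with enzyme plus substrate for no effect and substrate without enzyme for full effect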
Target sequence (P24666 whole entry, looked up): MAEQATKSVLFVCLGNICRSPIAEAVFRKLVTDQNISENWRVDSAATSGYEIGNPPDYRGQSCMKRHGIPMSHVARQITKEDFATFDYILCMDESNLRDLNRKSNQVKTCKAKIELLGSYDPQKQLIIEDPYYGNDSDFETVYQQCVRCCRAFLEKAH
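test system = LMPTP-A | amount = 0.625 nM LMPTP-A final | reagent = fluorogenic phosphatase substrate OMFP at 400 µM final | incubation = 50 min at room temperature | benchmarks = no-enzyme low control, uninhibited high control | medium = Bis-Tris pH 6.0, DTT, detergent | signal = fluorescence intensity of OMFP turnover product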
Active calls of the source: *; i = inactive; nt = not tested or not shown; + = active, no number.

compound	STEP block	SUMO1 PPI mod	MsrA inh	Rpn11 block	Scp-1 inhibitor	NadD inh	CSN deneddyl inh	DNMT1 block	Tb MetRS inh	LMPTP inh
Cc1cc(C)c(NC(=S)N(CCN(C)C)C(C)c2cccnc2)c(C)c1 (centres undefined)	18	1	0.1	i	-5	-9	-5	-1	-0.7	-5.1
CC(=O)Oc1ccc(C(=O)Nc2ccccc2C(=O)NCC(C)C)cc1	3	2	-0.3	i	-6	-6	-3	2	0.4	0.4
COCCN(C(=O)COC(=O)CSc1ccc2ccccc2c1)c1c(N)n(Cc2ccccc2)c(=O)[nH]c1=O	1	-8	0.2	i	-7	-3	6	-3	-0.6	0.7
COC(CNC(=O)C(=O)Nc1cc2c3c(c1)CC(=O)N3CCC2)OC	2	-1	0.6	i	-6	5	-5	-5	-0.2	-0.9
COc1ccc(NC(=O)C(NC(C)=O)C(=O)NCc2ccccc2OC)cc1 (centres undefined)	-2	-3	-0.3	i	-1	3	1	0	-0.4	-1.2
CC1(C)CC(=O)C2=C(C1)Nc1ccccc1NC2c1cccc(F)c1 (centres undefined)	1	-3	2.6	i	3	5	3	-8	-0.3	1.4
O=C(NNC1CC(=O)N(c2ccccc2)C1=O)c1ccco1 (centres undefined)	1	2	0.0	i	-4	-6	-5	-1	-0.7	-1.5
O=C(NCc1nnnn1-c1ccc(F)cc1)c1ccc2ccccc2c1	1	-10	1.4	i	nt	3	-2	6	0.0	0.0
COc1ccccc1NS(=O)(=O)c1cc(N)ccc1N1CCCCC1	7	-1	0.8	i	-1	-3	-4	-5	0.2	4.0
Cc1cccc(C)c1NC(=O)CN(C)C(=O)C1=COCCO1	1	-24	-0.5	i	-9	7	-1	-1	-0.1	-10
O=C(c1ccc(Br)cc1)N(c1ccccn1)C1CCCCC1	2	-2	-0.7	i	-3	-8	0	1	-0.7	-1.3
CC(=O)Nc1ccc(Nc2ccccc2)cc1	-1	2	0.1	i	-8	4	3	15	0.3	-0.9
CCCCn1c(N)c(N(CC)C(=O)c2ccncc2)c(=O)[nH]c1=O	-1	0	0.6	i	-2	2	1	-2	0.0	-0.5
CCC(C(=O)OCC(=O)Nc1c(Cl)cccc1Cl)c1ccccc1 (centres undefined)	-4	2	2.4	i	-10	-7	-6	-3	0.0	0.2
CC(=O)Nc1cccc(OCC(O)Cn2cnc3ccccc32)c1 (centres undefined)	-2	0	-0.5	i	-11	-5	58*	9	0.3	-3.6
Cc1ccc(NC(=O)C(c2ccccc2)c2ccccc2)nc1	0	-10	-0.6	i	2	-3	2	3	-1.4	-1.5
COc1ccc(C(=O)/C=C/c2ccc(OC)c(CN3CCOCC3)c2)cc1	0	8	3.7	i	-7	-6	6	-6	-1.0	-0.8
CN(Cc1ccccc1)C(=C(Cl)Cl)/C(=C1/NCCN1C)[N+](=O)[O-]	0	-3	1.4	i	-1	4	-14	-5	0.0	-7.1
CC(C)(C)c1ccc(CNC(=O)C2CCCN2C(=O)Nc2ccccc2)cc1 (centres undefined)	-2	1	0.1	i	-3	-4	-2	0	0.0	-0.6
O=C(/C=C/c1ccc(Br)cc1)c1ccc(NC(=O)c2ccco2)cc1	6	2	-0.1	+	22	8	24	88*	-0.3	39
O=C(CCCCn1cnc2c(=S)nc[nH]c21)Nc1ccc(C(=O)O)cc1	3	1	2.2	i	-7	4	-2	10	-0.2	-0.4
COc1cc(NC(=O)c2cnc(NCc3ccccc3)nc2C)cc(OC)c1OC	-2	5	1.3	i	-2	3	-2	-2	-0.1	1.1
CCOC(=O)c1cccc(NC(=O)CCCn2c(=O)c3cccn3c3cccnc32)c1	0	-1	0.6	i	-9	-4	1	-1	0.2	0.5
CCCn1c(SCC(=O)Nc2nnc(CC)s2)nnc1-c1ccncc1	-2	1	-0.5	i	-9	-5	0	2	-0.5	-1.8
Cc1ccc(S(=O)(=O)N2CCN(C(=O)CN3CCOCC3)C2C(C)C)cc1 (centres undefined)	-1	2	-0.2	i	-5	9	-3	3	-0.3	-0.8
CC(=O)Nc1ccc(S(=O)(=O)N2CCCC2C(=O)Nc2ccc(F)cc2)cc1 (centres undefined)	2	0	0.0	i	-3	-1	2	-1	-0.4	-1.5
CC(=O)OC1COC(n2c(O)c(N=NC(N)=S)c3ccccc32)C(OC(C)=O)C1OC(C)=O (centres undefined)	2	-26	0.5	i	-10	3	5	-5	-0.5	-2.3
NC(=O)Cc1nc2scc(-c3ccccc3)c2c(=O)[nH]1	0	16	0.1	i	9	-4	1	6	-0.6	0.4
N#Cc1c2n(c3c(=O)n(Cc4ccccc4Cl)cnc13)CCCC2	0	3	-0.4	i	3	-4	-12	-3	-0.2	-1.3
O=S(=O)(c1cccc2cccnc12)N1CCN(Cc2ccc3c(c2)OCO3)CC1	8	-3	1.5	i	4	0	4	-4	0.1	0.8

Printed as active in CSN deneddyl inh, of those listed so far:
Compound,SUMO1 PPI mod,MsrA inh,Rpn11 block,Scp-1 inhibitor,NadD inh,CSN deneddyl inh,DNMT1 block,Tb MetRS inh,LMPTP inh
CC(=O)Nc1cccc(OCC(O)Cn2cnc3ccccc32)c1 (centres undefined),0,-0.5,i,-11,-5,58*,9,0.3,-3.6

(more compounds)
compound	STEP block	SUMO1 PPI mod	MsrA inh	Rpn11 block	Scp-1 inhibitor	NadD inh	CSN deneddyl inh	DNMT1 block	Tb MetRS inh	LMPTP inh
CCN(/C=N/c1sc2c(c1C#N)CCCCC2)CC	2	-8	1.4	i	-2	1	-7	-1	-0.2	1.2
COc1ccc(Cl)cc1N(CC(=O)N/N=C/c1ccc(OCC(N)=O)cc1)S(C)(=O)=O	7	-1	0.5	i	1	10	1	2	-0.2	0.8
O=C1c2cccc3cccc(c23)C(=O)N1Cc1ccccn1	-2	-32	1.3	i	nt	-1	3	4	0.0	-1.3
Cc1ccc(NC(=O)c2sc(Cl)nc2-c2ccccc2)cc1	2	-1	0.1	i	-6	-11	4	-1	-0.8	0.8
COCCn1c(=NC(=O)CN2C(=O)CCC2=O)sc2cc(S(N)(=O)=O)ccc21	1	3	-1.4	i	-4	1	-1	-2	0.5	-1.4
Cc1cc(OCC(=O)Nc2ccccc2N2CCOCC2)c(C(C)C)cc1Cl	1	2	2.2	i	-5	1	-1	7	-0.1	3.1
CCOC(=O)Cn1ccc(NC(=O)COc2ccc(F)cc2)n1	-1	5	-0.8	i	-1	5	3	0	-0.8	-1.0
COCCCN1C(=O)C(CC(=O)NCC2CCCCC2)CC(C(=O)N(C(C)C)C(C)C)=C1C (centres undefined)	-1	-3	-1.2	i	nt	0	-5	-6	-0.1	-0.3
CC(C)(C)C(=O)CN1C(=O)NC2(CCCc3ccccc32)C1=O (centres undefined)	1	-2	0.5	i	-16	-5	-3	1	-0.2	-0.5
COc1ccc(CCNC(=O)C(=O)NCCC2CCCCN2S(=O)(=O)c2cccs2)cc1 (centres undefined)	2	4	-2.5	i	-10	-8	2	0	-0.5	0.8
CC1(C(=O)NS(=O)(=O)c2ccccc2C(F)(F)F)CCN1C(=O)CCc1cccs1 (centres undefined)	0	6	-0.7	i	nt	3	-5	6	0.2	-1.6
COc1ccc(NC(=O)COC(=O)c2ccc(OCc3ccccc3Cl)c(OC)c2)c(OC)c1	-1	2	0.0	i	-4	-5	-1	7	-0.5	0.2
CCOC(=O)CNC(=O)c1ccccc1Br	-5	3	-0.1	i	-4	4	31	5	-1.1	-2.4
Cc1ccc2c(c1)C1NC(=S)NC(C)(O2)C1C(=O)Nc1ccc(Cl)cc1 (centres undefined)	2	-2	-0.2	i	0	4	5	8	0.5	0.2
C=CCNC(=O)C1CC2c3ccccc3C1c1ccccc12 (centres undefined)	4	5	-1.1	i	-10	0	2	0	-0.6	-0.5
CCCCCCn1c(N2CCC(C(N)=O)CC2)nc2c1c(=O)[nH]c(=O)n2C	7	-2	-1.3	i	-8	11	-1	4	-0.3	-2.9
COc1cc(/C=N/NC(=O)[C@H](Cc2c[nH]c3ccccc23)NC(=O)OCC(C)C)cc([N+](=O)[O-])c1O	0	-10	6.4*	i	-4	19	3	-5	0.0	2.8
CCC1(C)Cc2ccccc2-c2nc[nH]c(=O)c21 (centres undefined)	2	-2	-1.5	i	4	-8	0	2	-0.6	-2.9
O=C(COC(=O)CCc1ccc(S(=O)(=O)N2CCCCC2)cc1)Nc1ccc2c(c1)OCO2	-4	2	0.7	i	-2	-2	2	-3	-0.3	-0.4
COc1ccc(CN(C)C[C@H]2OCCCC[C@@H](C)Oc3ccc(NS(C)(=O)=O)cc3C(=O)N([C@H](C)CO)C[C@@H]2C)cc1	3	0	-0.2	i	nt	1	1	10	-0.8	-1.3
CCOC(=O)c1ccc(-n2c(C)nc3c(cnn3-c3ccc(Cl)cc3)c2=O)cc1	3	-2	-0.3	i	-5	-5	3	-1	-0.6	1.3
CCOC(=O)CNC(=O)c1sc(NC(=O)c2ccccc2F)nc1C	2	3	2.4	i	-5	0	5	3	-0.9	-2.3
c1ccc(CSc2nnc(SCc3ccccn3)s2)nc1	-2	-3	0.6	i	0	-5	-1	-3	-0.6	0.4
